Compound activity as filed in PubChem BioAssay.
AGP1-GFP MLPCN – alters AGP1-GFP fluorescence in TOR pathway yeast screen; 0.02% of 320,000 active; S. cerevisiae AGP1-GFP multiplex flow cytometry, 3 h; GFP as percent of DMSO wells; GFP response vs DMSO, % at 10 µM;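 active means GFP response relative to DMSO above a set limit, near screen average plus 3 SD, cut at about 150% in these data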;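 further: median GFP channel fluorescence of the gated AGP1 strain per well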
MEX-5 binding – C. elegans MEX-5 TCR-2 RNA binding activity; MEX-5/FITC-TCR2 RNA binding, fluorescence polarization; stronger effect = lower value; activity score (negative = inhibition of binding), % at 10 µM; Q9XUB2; 0.38% of 300,000 active;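 active means inhibition past about -25% in most replicates, and total fluorescence under double the plate's negative control median, limit read from the data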;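 further: 0% = DMSO and -100% = 5 µM competing unlabeled TCR2 RNA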
BCLXL inh – Bcl-xL (human) inhibition; Q07817; GST-Bcl-xL / FITC-Bim BH3 peptide fluorescence polarization; inhibition, % at 10.9 µM; 0.7% of 320,000 active; AID 2129;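 active means inhibition above the mean of all tested compounds plus 3 SD, cutoff set per campaign, cut at about 30% in these data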;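 further: 0% = DMSO wells and 100% = unlabeled Bim-BH3 peptide competitor; inhibitors lower millipolarization by displacing the labeled peptide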
Target sequence (Q07817 whole entry, looked up): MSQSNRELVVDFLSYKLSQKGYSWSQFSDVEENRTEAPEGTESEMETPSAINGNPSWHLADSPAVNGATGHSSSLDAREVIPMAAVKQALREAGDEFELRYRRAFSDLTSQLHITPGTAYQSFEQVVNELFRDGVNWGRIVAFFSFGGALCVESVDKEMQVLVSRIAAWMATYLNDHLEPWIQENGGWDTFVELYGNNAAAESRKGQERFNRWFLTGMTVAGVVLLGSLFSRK
VLA-4 inh – inhibition in a human VLA-4 binding assay. P13612. VLA-4 expressing cells, ligand binding flow cytometry. inhibition, % (about 7 µM as worked out from the volumes in the protocol). 0.2% of 330,000 active; in the data active means inhibition above about 50%
GRK2 aptamer HTS – blocks RNA aptamer binding to human GRK2 | P25098 | bead flow cytometry, FAM-aptamer displacement from GRK2 | inhibition of aptamer binding, % at 10 µM | 0.59% of 330,000 active | AID 488847;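 active means inhibition of aptamer binding above 40%, roughly 3 SD of noise, on plates passing a quality check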;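 further: median bead fluorescence of bound FAM aptamer so fluorescent compounds give negative values; no value below 0 was filed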
MCL1-BIM inh – MCL1-BIM-BH3 interaction inhibition (human) | Q07820 | GST-MCL1 / FITC-Bim-BH3 fluorescence polarization | inhibition, % at 10.9 µM | 0.68% of 320,000 active | AID 2057;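 active means inhibition above the mean inhibition of all tested compounds plus 3 SD, set per campaign, cut at about 40% in these data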;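 further: 0% = DMSO wells and 100% = unlabeled Bim-BH3 peptide control; higher means more loss of mP so more displacement of Bim peptide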
GLD-1 TGE inh – GLD-1-TGE RNA interaction inhibition (C. elegans); Q17339; purified GLD-1 + fluorescein TGE RNA, fluorescence polarization; inhibition, % at 5.96 µM; 0.44% of 320,000 active;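 active means percent inhibition above a per-plate cutoff, the plate mean of test compounds plus 3 SD, cut at about 30% in these data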;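 further: 0% = DMSO wells with GLD-1 and probe and 100% = wells lacking GLD-1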
Target sequence (Q17339 whole entry, looked up): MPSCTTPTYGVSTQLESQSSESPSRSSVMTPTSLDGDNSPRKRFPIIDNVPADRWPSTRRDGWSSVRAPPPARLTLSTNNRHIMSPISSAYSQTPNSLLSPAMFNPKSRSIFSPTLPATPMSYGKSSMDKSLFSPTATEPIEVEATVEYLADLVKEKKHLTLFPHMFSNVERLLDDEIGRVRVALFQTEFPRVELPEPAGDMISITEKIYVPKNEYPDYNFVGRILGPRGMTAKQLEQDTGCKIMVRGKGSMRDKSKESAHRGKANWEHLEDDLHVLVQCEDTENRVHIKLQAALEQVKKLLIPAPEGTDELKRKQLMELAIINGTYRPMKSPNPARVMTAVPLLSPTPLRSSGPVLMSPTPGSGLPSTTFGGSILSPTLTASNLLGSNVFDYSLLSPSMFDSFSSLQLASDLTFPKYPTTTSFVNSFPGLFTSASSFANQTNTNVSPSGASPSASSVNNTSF
Fam108B counter – blocks mouse Fam108B hydrolase in RBBP9 counter-screen | recombinant Fam108B, FP-Rh probe fluorescence polarization | inhibition, % at 9.51 µM | 0.33% of 300,000 active | AID 1947;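 active means inhibition above the screen mean inhibition plus 3 SD, computed separately per campaign, cut at about 18% in these data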;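 further: inhibitors lower polarization as less probe binds the enzyme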
CIT2 TOR yeast – modulators of TOR pathway CIT2-GFP in S. cerevisiae. S. cerevisiae CIT2-GFP strain, flow cytometry, 3 h; 100 means same as DMSO wells. GFP response vs DMSO, % at 10 µM. 0.065% of 320,000 active;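 active means GFP response relative to DMSO above a set limit, near the screen mean plus 3 SD, cut at about 150% in these data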;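 further: ratio of well median GFP fluorescence to mean of DMSO wells on the plate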
An asterisk follows results filed as active; / = no result given.

[1] CC1CC(c2ccccc2)n2nc(NC(=O)CCc3ccccc3)nc2N1 (stereo unspecified)
[2] NC(=O)CSc1nc2ccccc2nc1SCC(N)=O
[3] CCC(C)(C)NC(=O)C(c1ccncc1)N(C(=O)c1sc(C)nc1C)c1ccc(F)cc1 (stereo unspecified)
[4] Cc1ccc(C(=O)COC(=O)c2n[nH]c(=O)c3ccccc23)cc1
[5] CC(=O)c1ccc(NC(=O)CCCN2C(=O)/C(=C/C(C)=C/c3ccccc3)SC2=S)cc1
[6] NC(=O)c1ccc(NS(=O)(=O)c2ccc(Br)s2)cc1
[7] CCN1CCc2nc(NC(=O)c3ccc4c(c3)OCCO4)sc2C1
[8] CC(C)(CNC(=O)c1ccc([N+](=O)[O-])c(Cl)c1)CNC(=O)c1ccc([N+](=O)[O-])c(Cl)c1

compound no.	1	2	3	4	5	6	7	8
GLD-1 TGE inh	7	3	-4	3	-2	3	-13	7
VLA-4 inh	-10	2	-10	4	/	-2	-12	1
GRK2 aptamer HTS	2	0	7	0	6	6	6	0
CIT2 TOR yeast	105	109	94	95	97	99	97	116
BCLXL inh	5	3	3	5	-8	2	1	10
AGP1-GFP MLPCN	98	109	93	91	100	97	101	96
MEX-5 binding	3.5	0.9	0.5	-2.2	1.6	/	-3.5	-1.1
Fam108B counter	-3	1	-4	1	-5	/	-7	0
MCL1-BIM inh	7	3	1	9	-16	-3	-10	12

[9] Cc1nn2c(NCCN(C)C)c3c(nc2c1-c1ccccc1)CCCC3
[10] O=C(NNC(=S)NC(=O)c1ccc(Br)cc1)c1cccc([N+](=O)[O-])c1
[11] Cc1cc(C)n2nc(SCc3ncc(-c4ccccc4)o3)nc2n1
[12] CN1Cc2c(N3CCOCC3)nc3sc(C(=O)c4ccccc4)c(N)c3c2CC1(C)C
[13] CCOc1cc(/C=N/NC(=O)c2nn(C)cc2Br)ccc1OCc1ccccc1Cl
[14] COC(=O)c1ccc(CNC(=O)Cn2cnc3c(SC)nc(N)nc32)cc1
[15] O=C(Nc1nc2ccccc2s1)c1ccc(Cl)s1
[16] CC(=O)N1CCc2cc(S(=O)(=O)Nc3ccccc3N3CCN(C)CC3)ccc21

compound no.	9	10	11	12	13	14	15	16
GLD-1 TGE inh	0	1	-5	0	8	4	-5	-10
VLA-4 inh	4	24	5	-3	-10	-8	20	54*
GRK2 aptamer HTS	0	4	1	0	2	0	8	1
CIT2 TOR yeast	93	99	99	97	100	86	86	100
BCLXL inh	1	6	12	0	1	/	-2	7
AGP1-GFP MLPCN	102	98	98	97	104	83	97	98
MEX-5 binding	/	-0.6	0.1	0.9	2.5	/	2.8	1.1
Fam108B counter	2	12	-2	-4	-16	/	-10	-1
MCL1-BIM inh	1	14	7	-7	1	/	-9	4

Results in CIT2 TOR yeast, for some of the entries so far:
cpd | SMILES | CIT2 TOR yeast
13 | CCOc1cc(/C=N/NC(=O)c2nn(C)cc2Br)ccc1OCc1ccccc1Cl | 100
14 | COC(=O)c1ccc(CNC(=O)Cn2cnc3c(SC)nc(N)nc32)cc1 | 86

Carrying on:
[17] COc1ccc(C(=O)NC2CCN(S(=O)(=O)c3ccccc3)CC2)cc1
[18] CCOC(=O)c1oc2ccccc2c1NC(=O)c1cccs1
[19] COc1cc(C(F)(F)F)c(C(=O)N(C)Cc2ccc(Cl)c(Cl)c2)cn1
[20] CC(CSc1nc2ccccc2s1)Cn1c(N2CCCC2)nc2c1c(=O)[nH]c(=O)n2C (stereo unspecified)
[21] COc1cccc(CNC(=O)CN2C(=O)CC(c3ccccc3)=Nc3ccccc32)c1
[22] Cc1ccc(CNC(=O)C2CCCN2S(=O)(=O)c2ccc(F)cc2)cc1 (stereo unspecified)
[23] O=C(CCn1c(=S)oc2ccccc21)Nc1ccc2c(c1)OCCO2
[24] O=C(Cn1cccc1C(=O)c1ccccc1)NCc1ccccn1

compound no.	17	18	19	20	21	22	23	24
GLD-1 TGE inh	3	1	2	-4	-3	-3	4	2
VLA-4 inh	1	0	-1	-2	4	11	7	11
GRK2 aptamer HTS	0	2	3	2	3	0	0	0
CIT2 TOR yeast	102	102	122	90	95	108	101	102
BCLXL inh	5	2	2	-3	2	2	1	6
AGP1-GFP MLPCN	98	97	121	95	98	106	110	101
MEX-5 binding	-0.5	-1.3	-1.2	1.3	-0.1	3.6	-0.7	-2.9
Fam108B counter	-3	5	0	2	2	0	1	3
MCL1-BIM inh	8	-4	4	-6	4	1	-7	6

[25] Cn1c(SCc2c(F)cccc2Cl)nnc1-c1cnccn1
[26] Cc1ccc2nc(SCC(=O)Nc3ccc(Br)cc3)nc(=O)n2c1
[27] Cc1ccccc1Cn1c(Cc2ccccc2)nc2ccccc21
[28] CCOC(=O)c1c(NC(=O)C[n+]2ccccc2)sc2c1CCCC2
[29] O=C(c1cc2nc(-c3ccccc3)cc(-c3ccccc3)n2n1)N1CCN(C(=O)c2ccco2)CC1
[30] O=C(CCn1c(=O)oc2ccccc21)N(Cc1ccccc1)c1ccccn1
[31] CCOC(=O)c1c(NC(=O)COC(=O)c2nccnc2N)sc(C(=O)N(C)C)c1C
[32] Cc1ccc(-c2csc(NC(=O)C3=NN(c4ccccc4)C(=O)CC3)n2)cc1

compound no.	25	26	27	28	29	30	31	32
GLD-1 TGE inh	5	6	4	-4	-4	3	0	-8
VLA-4 inh	12	-7	-2	14	5	2	3	2
GRK2 aptamer HTS	3	1	2	0	2	3	5	0
CIT2 TOR yeast	94	99	106	117	106	101	100	105
BCLXL inh	-5	1	5	2	-1	3	5	4
AGP1-GFP MLPCN	96	101	100	118	102	113	102	108
MEX-5 binding	-1.1	1.4	0.0	1.2	-0.1	2.2	0.2	0.8
Fam108B counter	4	-1	2	-3	3	-3	0	-1
MCL1-BIM inh	4	5	5	-2	-6	-1	-6	3

[33] COc1cc2c(cc1OC)C(C)N(C(=O)c1cc3c(=O)oc4ccc(C)cc4c3s1)CC2 (stereo unspecified)
[34] CCn1cc(C(=O)N[C@@H](CCSC)C(=O)NCCO)c(=O)c2cc3c(cc21)OCO3
[35] CC(=O)N1CCN(C(=S)Nc2cc(S(=O)(=O)N3CCOCC3)ccc2Cl)CC1
[36] COc1ccc(N2CC(C(=O)N3CCCC(C)C3)CC2=O)cc1 (stereo unspecified)
[37] CCOc1cc(S(=O)(=O)N2CCCCCC2)ccc1F
[38] CC12CCC(=O)N1C(C(=O)NCc1ccc(Cl)cc1Cl)CS2 (stereo unspecified)
[39] Cn1c(CC(=O)NC(C)(C)CO)c(Sc2ccccc2)c2ccccc21
[40] COc1ccc(N2C(N)=C(C#N)C(c3ccsc3)C3=C2CCCC3=O)c(OC)c1 (stereo unspecified)

compound no.	33	34	35	36	37	38	39	40
GLD-1 TGE inh	1	3	9	1	5	4	6	16
VLA-4 inh	-15	7	6	-4	-4	2	-50	11
GRK2 aptamer HTS	3	0	4	0	0	3	3	0
CIT2 TOR yeast	97	104	88	106	93	94	107	/
BCLXL inh	0	5	5	4	1	2	0	12
AGP1-GFP MLPCN	116	103	81	102	110	107	108	/
MEX-5 binding	-3.9	-0.5	0.1	1.1	2.8	-0.2	-2.0	0.7
Fam108B counter	-8	2	2	0	-3	-1	0	5
MCL1-BIM inh	1	2	3	7	7	-1	-3	9

[41] O=C(OC(C(=O)NC1CCCC1)c1ccccn1)c1cccs1 (stereo unspecified)
[42] CCc1ccccc1N(CC(=O)NC(C)c1ccccc1)S(C)(=O)=O (stereo unspecified)
[43] O=C(Cn1nnc(N2CCCCC2)n1)c1ccc(Cl)c(Cl)c1
[44] COc1cc(OC)cc(C(=O)Nc2ccccc2N2CCOCC2)c1
[45] COC(=O)CN(C)C(=O)c1ccc(OC)c(OC2CCN(C(C)C)CC2)c1
[46] CCC(C)(C)n1nnnc1CN(Cc1ccc(Cl)cc1)Cc1ccco1
[47] COc1cccc(CN2CCN(Cc3cc4ccccc4o3)CC2CCO)c1 (stereo unspecified)
[48] O=C(c1ccsc1)N1CCCC(N2CCOCC2)C1 (stereo unspecified)
[49] O=C(c1ccccc1)C(c1ccccc1)c1ccccc1
[50] c1ccc(-c2nnc3n2NC(c2ccc4c(c2)OCO4)S3)cc1 (stereo unspecified)
[51] S=c1nc(-c2ccccc2)oc2c1CCCC2

compound no.	41	42	43	44	45	46	47	48	49	50	51
GLD-1 TGE inh	-1	10	3	6	0	3	3	7	4	5	-3
VLA-4 inh	17	15	26	25	-11	-3	-1	3	37	2	16
GRK2 aptamer HTS	1	0	3	1	0	0	0	12	1	12	29
CIT2 TOR yeast	96	105	88	92	106	103	108	99	101	107	97
BCLXL inh	3	5	-1	1	-1	2	-1	1	0	-28	13
AGP1-GFP MLPCN	96	104	102	94	95	107	104	91	105	99	95
MEX-5 binding	-1.7	0.5	-0.2	-2.2	-1.6	3.4	-0.8	-0.6	0.1	-2.8	1.0
Fam108B counter	-2	0	6	-4	1	5	4	0	3	5	-1
MCL1-BIM inh	1	3	-13	4	11	-1	6	2	3	-23	18

Compound profiles (already shown). Values in the order: GLD-1 TGE inh	VLA-4 inh	GRK2 aptamer HTS	CIT2 TOR yeast	BCLXL inh	AGP1-GFP MLPCN	MEX-5 binding	Fam108B counter	MCL1-BIM inh
O=C(c1ccsc1)N1CCCC(N2CCOCC2)C1 (stereo unspecified) in the list: 7	3	12	99	1	91	-0.6	0	2
CCc1ccccc1N(CC(=O)NC(C)c1ccccc1)S(C)(=O)=O (stereo unspecified) in the list: 10	15	0	105	5	104	0.5	0	3
COC(=O)CN(C)C(=O)c1ccc(OC)c(OC2CCN(C(C)C)CC2)c1 in the list: 0	-11	0	106	-1	95	-1.6	1	11
COc1cccc(CN2CCN(Cc3cc4ccccc4o3)CC2CCO)c1 (stereo unspecified) in the list: 3	-1	0	108	-1	104	-0.8	4	6
